Source: PubChem (Emory University Molecular Libraries Screening Center)
EP2 mod = modulators of human EP2 prostaglandin E2 receptor; P43116; EP2-expressing cells, cAMP HTRF FRET, PGE2 co-stimulation; induction, % at 25 µM; 260,000 compounds, 0.83% hits; AID 940;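 active = compounds whose cAMP rise, as percent of the full-agonist control response, exceeds 60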;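 note: rat C6 glioma line stably carrying human EP2 under a CMV promoter; the protocol text gives 20 µM as final concentration; 100% = response of wells given 1 µM PGE2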
Target sequence (P43116 whole entry, looked up): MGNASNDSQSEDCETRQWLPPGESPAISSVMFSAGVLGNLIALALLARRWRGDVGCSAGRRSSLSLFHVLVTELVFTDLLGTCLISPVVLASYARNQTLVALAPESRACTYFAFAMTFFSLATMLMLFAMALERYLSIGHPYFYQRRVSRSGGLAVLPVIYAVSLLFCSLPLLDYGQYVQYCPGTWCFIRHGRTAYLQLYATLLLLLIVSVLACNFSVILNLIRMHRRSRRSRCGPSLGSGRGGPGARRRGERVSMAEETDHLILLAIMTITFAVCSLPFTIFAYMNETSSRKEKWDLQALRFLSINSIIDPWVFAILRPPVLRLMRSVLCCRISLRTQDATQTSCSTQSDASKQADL
* hit, by the source's call.

EP2 mod	smiles
39	Cc1ccc(SCc2[nH]nc3c2C(C2CCCCC2)C(C#N)=C(N)O3)cc1 (stereo unspecified)
18	CCOCc1nnc(NC(=O)c2cccc(F)c2)s1
-7	COC(=O)C[C@H]1C(C)(C)C(=O)[C@@H]2CC3=C(CC[C@]4(C)C3=CC(=O)O[C@H]4c3ccoc3)C1(C)C2=O
1	CC(=O)Oc1cc(OC(C)=O)c2c(c1)O[C@H](c1ccc(OC(C)=O)c(OC(C)=O)c1)[C@H](OC(C)=O)C2
-44	O=C(c1ccc2c(c1)OCO2)N1CCC[C@H]1Cn1nc(-c2ccc(F)cc2)ccc1=O
-72	Cc1ccc(NC(=O)N(Cc2cccnc2)Cc2cc3cc(C)ccc3n3nnnc23)cc1
5	CCOc1ccc(CNCCNC(=O)c2ccco2)cc1
-3	O=C(Cn1cnc([N+](=O)[O-])c1)Nc1ccccc1C(F)(F)F
-9	Cc1sc2nc(C(C)C)n3c(SCC(=O)Nc4nc5c(s4)CCCC5)nnc3c2c1C
17	N#CCSc1nc2c(cc1C#N)CCCCC2
-4	O=C(COc1ccc(S(=O)(=O)N2CCCC2)cc1)Nc1ccccc1Cl
-109	CCOC(=O)C(C)n1cnc2sc(-c3ccccc3)cc2c1=O (stereo unspecified)
-44	Cc1cc2c(s1)c1cnn(CC(=O)NC(C)(C)C)c(=O)c1n2C
-10	CCC1CCCCN1C(=O)c1ccc(F)c(F)c1 (stereo unspecified)
-31	COc1ccc2c(c1)OC/C(=C\c1ccc(OC)c(O)c1)C2=O

Additional compounds:
EP2 mod	smiles
-17	COc1cccc([C@@H]2C[C@H](C(=O)NCc3ccc4c(c3)OCO4)N(C)S(=O)(=O)N2)c1
-17	Cc1ccc(C)c(OCC(=O)Nc2ccc(S(=O)(=O)Nc3onc(C)c3C)cc2)c1
-48	CCOc1ccc(/C=C/C(=O)NCc2ccco2)cc1OC
6	Cc1ccc(S(=O)(=O)N2CCC(C(=O)Nc3cnccn3)CC2)cc1
-20	COc1cc(-c2cc(-c3ccc(Cl)c(Cl)c3)nc(N)c2C#N)ccc1O
-44	CN1CCCc2cc(CN3CCc4c(nc(N5CCOCC5)[nH]c4=O)C3)ccc21
-36	Cc1nc2cc(-c3cccs3)nn2c(NCCCN(C)C)c1C
11	O=C(Cc1c(Cl)cccc1Cl)N1CCC2(CC1)CC(O)(c1nccs1)CO2 (stereo unspecified)
-99	O=C(CN1CCC(c2nc3ccccc3s2)CC1)NC1CCCCC1
-13	CCc1nnc(NC(=O)c2cn3ccc(C)cc3n2)s1
15	CCCn1c(=O)c(C(=O)Nc2ccc(Cl)cc2Cl)c(O)c2ccccc21
4	CCOc1cc(C)c(S(=O)(=O)NCc2ccccn2)cc1C
-25	COc1ccc2nc(SCC(=O)Nc3ccc(C)cc3Br)c(C#N)cc2c1
-31	COc1ccc(N2CCN(C(c3ccccc3Cl)c3nnnn3Cc3ccco3)CC2)cc1 (stereo unspecified)
-13	CCCN1C(=O)C(O)(CC(=O)c2ccc3ccccc3c2)c2ccccc21 (stereo unspecified)

(further entries)
EP2 mod	smiles
23	O=C(/C=C/c1ccc(Br)o1)c1ccc(Br)cc1
12	Cc1ccc(S(=O)(=O)Cl)c(C)c1N1CCCC1=O
-9	Cc1ccc(-c2cc(N)c(=O)n(C(C)C(=O)NCC3CCCCC3)n2)o1 (stereo unspecified)
1	COc1ccccc1NC(=O)CSc1nnc(-c2ccncc2)n1-c1ccc(C)c(C)c1
-94	CCc1ccc2[nH]c(=O)c(CN(CCN(C)C)C(=O)Nc3ccccc3F)cc2c1
-19	COCCn1nnnc1CN1CCN(C2CCCC2)CC1
-72	COc1nc(C)c(CC(=O)NCc2cc(C)cc3c(C)c(C)[nH]c23)c(OC)n1
-16	COc1ccc(C2(C(=O)N3CCC(Cn4nc(-c5cccs5)ccc4=O)CC3)CC2)cc1
-26	Cc1ccc(NC(=S)N(Cc2cccnc2)Cc2cc3cccc(C)c3[nH]c2=O)cc1
-4	CCn1c(CCCc2nc3c([nH]2)c(=O)n(C)c(=O)n3C)nc2c1c(=O)n(C)c(=O)n2C
38	Cc1cc2c(s1)c1cnn(Cc3ccccn3)c(=O)c1n2Cc1ccc(F)cc1
-34	CCS(=O)(=O)N1CCCC(c2nc(C)ncc2-c2ccncc2)C1 (stereo unspecified)
-12	CCc1c(C)nc2cc(-c3ccc(OC)c(OC)c3)nn2c1N1CCN(CC)CC1
12	O=C(CSc1ncnc2sc3c(c12)CCCC3)Nc1cccc(Cl)c1Cl
17	O=C(COc1ccc(S(=O)(=O)N2CCCC2)cc1)Nc1ccc(Cl)c(Cl)c1

Part of the list above in order of molar mass, high to low:
EP2 mod	smiles
12	O=C(CSc1ncnc2sc3c(c12)CCCC3)Nc1cccc(Cl)c1Cl
-12	CCc1c(C)nc2cc(-c3ccc(OC)c(OC)c3)nn2c1N1CCN(CC)CC1
-9	Cc1ccc(-c2cc(N)c(=O)n(C(C)C(=O)NCC3CCCCC3)n2)o1 (stereo unspecified)

Reformatted: entries from further up.
SMILES: Cc1ccc(-c2cc(N)c(=O)n(C(C)C(=O)NCC3CCCCC3)n2)o1 (stereo unspecified)
  EP2 mod: -9
SMILES: COc1ccccc1NC(=O)CSc1nnc(-c2ccncc2)n1-c1ccc(C)c(C)c1
  EP2 mod: 1
SMILES: CCc1ccc2[nH]c(=O)c(CN(CCN(C)C)C(=O)Nc3ccccc3F)cc2c1
  EP2 mod: -94
SMILES: COCCn1nnnc1CN1CCN(C2CCCC2)CC1
  EP2 mod: -19

Additional structures.
EP2 mod	smiles
10	Cc1ccc(-c2nn3c(C)nnc3s2)cc1NC(=O)c1cccc2ccccc12
-46	O=C(CSc1nnc(CNc2ccc(Cl)cc2)o1)N1CCCCC1
-11	Cc1ccc2cc3c(N)c(C(=O)N4CC(=O)Nc5ccccc54)sc3nc2c1C
29	Cc1cc2cc3c(cc2nc1SCC(=O)NC1CCCCC1)OCO3
19	COc1ccc(CCN2C(=O)C(O)=C(C(=O)c3ccco3)C2c2ccc(O)cc2)cc1OC (stereo unspecified)
43	S=C(NNc1nc(N2CCCCC2)nc(N2CCCCC2)n1)NC1CCCCC1
-12	NC(=O)C(=O)Nc1ccccn1
-15	Cn1c(N2CCCC(C(=O)NCCCN3CCOCC3)C2)nc2ccccc21 (stereo unspecified)
21	COc1ccc(NC(=S)N(CCCO)Cc2cc3cc(C)c(C)cc3[nH]c2=O)cc1
-10	O=C(CSc1nnc(-c2cccnc2)n1Cc1ccco1)Nc1nc2ccccc2s1
-27	Cn1ccnc1C1(O)CC2CCC(C1)N2C(=O)Nc1ccccc1C(F)(F)F (stereo unspecified)
-20	CCCn1c(=N)c(C(=O)OC)cc2c(=O)n3cc(C)ccc3nc21
-46	O=C(c1ccc(Cl)cc1)N1CCCC(c2nc(-c3cccs3)no2)C1 (stereo unspecified)
0	Cc1cc(=O)c2c(O)cc(O)c(C)c2o1
-17	COc1cc(OC)c(C(=O)NCc2ccco2)cc1OC

Additional records:
EP2 mod	smiles
-89	CCOc1ccc2nc(SCC(=O)Nc3cccc(OC)c3)[nH]c2c1
-5	CC1(C)C2CCC(C2)C1(C)NC(=O)CNCCN1CCCC1 (stereo unspecified)
5	N#CSc1ccc(N2CCCCC2)cc1
-80	CC(=O)N(CCc1ccccc1)Cc1cc2ccc(C)c(C)c2[nH]c1=O
-56	O=C(NCCc1nc(-c2cccnc2)n[nH]1)C12CC3CC(CC(C3)C1)C2
18	O=C(c1cccc2nccnc12)N1CCC(c2ncncc2-c2ccncc2)CC1
-48	COc1ccc(S(=O)(=O)N2CCC(C(=O)Nc3cccc(C(C)=O)c3)CC2)cc1OC
60	COc1ccc(NC(=O)CSc2nc3cc(C)c(C)cc3cc2C)c(OC)c1
-34	O=C(Oc1ccccc1/C=C1\Sc2ccccc2C1=O)c1ccco1
34	Cc1ccc(NC(=S)N(Cc2cc3ccc(C)cc3[nH]c2=O)C2CCCC2)cc1
5	C=CCn1c(N2CCN(Cc3ccccc3)CC2)nc2c1c(=O)n(C)c(=O)n2C
-131	CCOc1cc(/C=C2\C(=O)NC(=O)N(c3cccc(Br)c3)C2=O)ccc1O
2	CCc1ccc2[nH]c(=O)c(C(c3nnnn3Cc3ccccc3)N3CCc4ccccc43)cc2c1 (stereo unspecified)
-8	CC(C)(CO)NC(=O)c1cc(-c2ccccc2)on1
-21	O=C(CN1C(=O)[C@@H]2CCCN2C(=O)c2ccccc21)Nc1ccc2c(c1)OCCO2

The list goes on:
EP2 mod	smiles
-23	CCn1nnc(NC(=O)COc2ccc(Cl)c(C)c2)n1
-11	CCN(CC)C(=O)Cn1nc(C)n2c(cc3ccsc32)c1=O
-6	OC(CN1CCN(c2ccccc2)CC1)c1ccc2c(c1)OCCCO2 (stereo unspecified)
47	Cc1ccc(C(C(=O)NC2CCCC2)N(Cc2cccs2)C(=O)Cc2cccs2)o1 (stereo unspecified)
14	CC(C)NC(=O)Cn1c(Cl)nc2ccccc21
10	O=C(C1CCCO1)N1CCC(c2ccc(F)cc2)CC1 (stereo unspecified)
-31	O=c1c2ccc(Cl)c3cccc(c32)c2nc3ccccc3n12
10	CC(N)CCCC(C)(C)O (stereo unspecified)
-54	Cc1ccc2[nH]c(=O)c(CN(Cc3cccnc3)Cc3nnnn3Cc3ccco3)cc2c1
-38	CN(C)CCCNc1nc(-c2cccnc2)nc2ccccc12
9	CC(C)n1c(SCCC#N)nc2c1c(=O)n(C)c(=O)n2C
52	CCC(=O)N(CC1CCCO1)c1nc(-c2ccc(C)cc2)cs1 (stereo unspecified)
-10	COc1ccc(C2(CNC(=O)/C=C/c3ccc(Cl)cc3)CCOCC2)cc1OC
-39	CC(C)N(C(=O)Cn1ncc2cccn2c1=O)C(C)C
-31	COCC(=O)N1CCn2c(nc(-c3ccc(N(C)C)cc3)c2NC(C)(C)C)C1

In the list so far, 4 contain two or more sulfur atoms:
EP2 mod	smiles
-9	Cc1sc2nc(C(C)C)n3c(SCC(=O)Nc4nc5c(s4)CCCC5)nnc3c2c1C
12	O=C(CSc1ncnc2sc3c(c12)CCCC3)Nc1cccc(Cl)c1Cl
-10	O=C(CSc1nnc(-c2cccnc2)n1Cc1ccco1)Nc1nc2ccccc2s1
47	Cc1ccc(C(C(=O)NC2CCCC2)N(Cc2cccs2)C(=O)Cc2cccs2)o1 (stereo unspecified)

Continued:
EP2 mod	smiles
-102	Nc1ccccc1-c1nc2ccccc2c(=O)o1
-26	COc1ccccc1C1(O)CCN(CC(O)c2ccc3c(c2)OCCO3)CC1 (stereo unspecified)
-72	Cc1nc2c(c(=O)[nH]1)CCN(Cc1cc(C)n(-c3cccnc3)c1C)C2
-17	COc1ccc(C2(C(=O)N3CCC(Nc4nc5c(c(=O)[nH]4)CCCC5)CC3)CC2)cc1
-3	c1ccc(-c2nnc(SCc3cccnc3)o2)cc1
36	COc1ccc(-c2ccc(=O)n(CC3CCN(C(=O)C(C)C)CC3)n2)cc1OC
7	Nc1c(Br)cc(Br)cc1CNC1CCC(O)CC1 (stereo unspecified)
54	CCOC(=O)CCCCCCCCCCCCC1C=CCC1 (stereo unspecified)
24	COc1ccc(N(CC(=O)NC2CCCCC2)C(=O)c2ccc(-c3ccccc3)[nH]2)cc1
-2	CC1=NN(C(=O)c2ccccc2)C(C)(C)C1
-14	COC(=O)Cn1cc(CN2CCC(O)(c3ccc(C)cc3)CC2)c2ccccc21
-76	O=C(c1ccc2c(c1)OCO2)[C@H]1CCCN(C(=O)c2n[nH]c3c2CCCC3)C1
15	COc1ccc(/C=C/c2cc(O)cc(O[C@@H]3O[C@H](CO)[C@@H](O)[C@H](O)[C@H]3O)c2)cc1
-42	CCN(C(=O)c1cc(OC)c(OC)c(OC)c1)c1nc(-c2ccc(F)cc2)cs1
-85	CCn1c(SCC(=O)Nc2ccc(C(=O)OC)cc2)nc2sc3c(c2c1=O)CCC3

More structures follow:
EP2 mod	smiles
-176	Cn1c(=O)sc2cc(S(=O)(=O)NC3(c4ccccc4F)CC3)ccc21
-3	CC(C)[C@H](Cn1nc(C2CC2)ccc1=O)NC(=O)Cn1nnc2ccccc21
-43	O=C(C1CCCC1)N1CCC[C@@H](Cn2nc(-c3cccs3)ccc2=O)C1
-40	CCCn1c(SCC(=O)Nc2ccc(Br)cc2)nnc1-c1ccncc1
8	CCc1cccc(C)c1NC(=O)C1CC(=O)N(c2ccc(OC)cc2)C1 (stereo unspecified)
16	O=C(O)CSCc1cccc2ccccc12
-58	COc1ccccc1NC(=O)C1=C(C)NC2=C(C(=O)CCC2)C1c1ccccc1OC (stereo unspecified)
33	COc1ccc(CCNC(=O)CSc2nc3ccccc3c(=O)[nH]2)cc1OC
-57	Cc1csc(NC(=O)c2ccc(NC(=O)C(C)C)cc2)n1
33	CC(C)(N)C(=O)N[C@@H]1C(=O)N2[C@H]1SC(C)(C)[C@H]2C(=O)O
15	CC(C)(C)c1ccc(CN2CCN([C@H](c3ccccc3)c3ccc(Cl)cc3)CC2)cc1
-21	COC(=O)[C@H]1CN(C(=O)Cn2cnnn2)C[C@@H]1c1ccc(F)cc1
87*	CCc1ccccc1NC(=S)N(Cc1ccco1)Cc1cc2cc(C)ccc2[nH]c1=O
45	Cc1ccc(C(=O)CSc2nc3ccccc3c(=O)n2Cc2ccco2)cc1
-41	CC(C)(C)c1cc(C(=O)N2CCC3(CC2)CC(O)(c2nccs2)CO3)n[nH]1 (stereo unspecified)

(listing goes on)
EP2 mod	smiles
-45	COCC(C)NC(=O)c1ccco1 (stereo unspecified)
-26	Fc1ccc(-c2nc3ccccn3c2NCC2CCCO2)cc1 (stereo unspecified)
-45	COc1ccc2[nH]c(=O)c(CN(CCCN(C)C)C(=S)Nc3ccc(C)cc3)cc2c1
5	CCOc1ccc(/C=C\c2nc(O)c([N+](=O)[O-])c(=O)[nH]2)cc1OCC
-6	CCOc1ccc2nc(NC(=O)C3CCN(S(=O)(=O)c4ccc(Cl)cc4)CC3)sc2c1
37	CCc1cccc(CC)c1NC(=O)C1COc2ccccc2O1 (stereo unspecified)
-30	Cc1ccc2nc(C3CCCN(C(=S)NCc4ccco4)C3)[nH]c2c1 (stereo unspecified)
27	CCOc1cccc(/C(O)=C2/C(=O)C(=O)N(CCN3CCOCC3)C2c2cccs2)c1 (stereo unspecified)
10	CC(C)C[C@H](N)C(=O)O
-109	CC1CCCCN1C(=O)c1cc(-c2ccccc2)on1 (stereo unspecified)

An excerpt; the hit share may differ from the screen's.
